CR mimetic SO – caloric restriction mimetics inhibiting age-related superoxide in yeast. S. cerevisiae aged cells, superoxide DHE fluorescence; stronger effect = lower value. superoxide response (% of plate mean), % at 10 µM. 0.18% of 330,000 active;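 active = superoxide response under a set limit, about three screen SD below normal, cut at about 65% in these data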;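 also: yeast aged for seven days with compound at 30 °C before DHE staining; 100% = average MFI of all compound-treated wells on the plate with controls excluded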
MEX-5 binding – C. elegans MEX-5 TCR-2 RNA binding activity. Q9XUB2. activity score (negative = inhibition of binding), % at 10 µM. MEX-5/FITC-TCR2 RNA binding, fluorescence polarization; stronger effect = lower value. AID 1832. 0.38% of 300,000 active;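 active = inhibition past about -25% in most replicates, and total fluorescence under double the plate's negative control median, limit read from the data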;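 also: 0% = DMSO and -100% = 5 µM competing unlabeled TCR2 RNA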
Efflux pump mplx – antifungal efflux pump inhibition, Nile Red retention; AID 485275; S. cerevisiae Candida pump triplex; inhibition, % at 10 µM; 0.44% of 330,000 active;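 active = plate passing quality check with inhibition over a set limit, or well fluorescence over plate mean plus 4 SD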;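 also: Nile Red retained in pooled yeast measured as flow cytometry median fluorescence; 0% = buffer negative control and 100% = Enniatin B positive control; higher means more Nile Red kept so more efflux inhibition; some compounds called inactive have numbers as strong as hits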
Fam108B inh – blocks mouse Fam108B hydrolase in RBBP9 counter-screen. 0.33% of 300,000 active. inhibition, % at 9.51 µM. recombinant Fam108B, FP-Rh probe fluorescence polarization;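 active = inhibition above the screen mean inhibition plus 3 SD, computed separately per campaign, cut at about 18% in these data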;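 also: inhibitors lower polarization as less probe binds the enzyme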
ZTA DNA inh – blocks Epstein-Barr virus ZTA, an EBNA-1 counter-screen | 0.15% of 320,000 active | P03206 | inhibition, % at 11 µM | ZTA-DNA binding, fluorescence polarization; in the data active = inhibition above about 33%
Target sequence (P03206 whole entry, looked up): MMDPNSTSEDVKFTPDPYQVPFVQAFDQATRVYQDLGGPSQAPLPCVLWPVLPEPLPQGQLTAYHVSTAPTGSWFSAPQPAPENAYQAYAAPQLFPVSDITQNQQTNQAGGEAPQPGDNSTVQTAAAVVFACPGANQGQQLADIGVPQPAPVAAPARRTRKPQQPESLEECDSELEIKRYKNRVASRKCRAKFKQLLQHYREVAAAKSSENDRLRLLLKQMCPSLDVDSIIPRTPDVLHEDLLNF
EBNA-1 inhibitor – blocks EBNA-1 binding to DNA. EBNA-1 DNA binding, fluorescence polarization. inhibition, % at 14.8 µM. 0.34% of 300,000 active; in the data active = inhibition above about 28%
MCL1 BIM primary – inhibitors of human MCL1 binding to BIM-BH3 peptide; Q07820; GST-MCL1 / FITC-Bim-BH3 fluorescence polarization; inhibition, % at 10.9 µM; 0.68% of 320,000 active;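 active = inhibition above the mean inhibition of all tested compounds plus 3 SD, set per campaign, cut at about 40% in these data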;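 also: 0% = DMSO wells and 100% = unlabeled Bim-BH3 peptide control; higher means more loss of mP so more displacement of Bim peptide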
Target sequence (Q07820 whole entry, looked up): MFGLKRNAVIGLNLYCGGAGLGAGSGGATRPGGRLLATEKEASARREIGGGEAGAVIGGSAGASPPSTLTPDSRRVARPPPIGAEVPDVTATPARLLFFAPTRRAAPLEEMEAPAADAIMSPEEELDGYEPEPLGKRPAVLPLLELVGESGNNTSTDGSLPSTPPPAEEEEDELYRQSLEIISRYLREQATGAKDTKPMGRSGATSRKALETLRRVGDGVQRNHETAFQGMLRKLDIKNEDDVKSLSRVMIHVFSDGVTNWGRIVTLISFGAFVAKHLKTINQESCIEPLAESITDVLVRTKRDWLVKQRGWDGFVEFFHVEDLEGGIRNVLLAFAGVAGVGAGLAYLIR
BCLXL inh – blocks human Bcl-xL binding to Bim BH3 peptide; GST-Bcl-xL / FITC-Bim BH3 peptide fluorescence polarization; 0.7% of 320,000 active; inhibition, % at 10.9 µM;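 active = inhibition above the mean of all tested compounds plus 3 SD, cutoff set per campaign, cut at about 30% in these data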;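 also: 0% = DMSO wells and 100% = unlabeled Bim-BH3 peptide competitor; inhibitors lower millipolarization by displacing the labeled peptide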
GLD-1 TGE inh – GLD-1-TGE RNA interaction inhibition (C. elegans) | Q17339 | purified GLD-1 + fluorescein TGE RNA, fluorescence polarization | inhibition, % at 5.96 µM | 0.44% of 320,000 active;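 active = percent inhibition above a per-plate cutoff, the plate mean of test compounds plus 3 SD, cut at about 30% in these data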;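 also: 0% = DMSO wells with GLD-1 and probe and 100% = wells lacking GLD-1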
Target sequence (Q17339 whole entry, looked up): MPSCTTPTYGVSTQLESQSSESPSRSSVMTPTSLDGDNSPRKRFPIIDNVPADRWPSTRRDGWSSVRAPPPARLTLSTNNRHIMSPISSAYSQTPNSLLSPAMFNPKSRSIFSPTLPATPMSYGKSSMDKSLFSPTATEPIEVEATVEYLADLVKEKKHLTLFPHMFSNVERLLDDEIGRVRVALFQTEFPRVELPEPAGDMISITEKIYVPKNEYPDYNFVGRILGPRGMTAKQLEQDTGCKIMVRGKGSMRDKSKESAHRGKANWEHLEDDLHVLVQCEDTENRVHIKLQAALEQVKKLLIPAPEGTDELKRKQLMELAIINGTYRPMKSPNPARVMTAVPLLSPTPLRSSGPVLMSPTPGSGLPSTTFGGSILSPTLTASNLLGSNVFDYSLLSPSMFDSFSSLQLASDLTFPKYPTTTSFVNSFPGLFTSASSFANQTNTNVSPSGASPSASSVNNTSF
Active calls of the source: *.

A first look (two entries):
What do the screens show for `CC1(C)CC(=O)C(C(C2=C(O)CC(C)(C)CC2=O)c2ccco2)C(=O)C1` (configuration not stated)?
CR mimetic SO: 94; MEX-5 binding: -1.0; Efflux pump mplx: -0.1; Fam108B inh: 8; ZTA DNA inh: -6; EBNA-1 inhibitor: 6; MCL1 BIM primary: 5; BCLXL inh: 5; GLD-1 TGE inh: 0

What do the screens show for `CCn1ncc(S(=O)(=O)NCc2ccco2)c1C`?
CR mimetic SO: 103; MEX-5 binding: -3.4; Efflux pump mplx: -0.2; Fam108B inh: 4; ZTA DNA inh: -9; EBNA-1 inhibitor: -3; MCL1 BIM primary: -3; BCLXL inh: 0; GLD-1 TGE inh: 1

Results, from the start:
What do the screens show for `CC1(C)CC(=O)C(C(C2=C(O)CC(C)(C)CC2=O)c2ccco2)C(=O)C1` (configuration not stated)?
CR mimetic SO: 94; MEX-5 binding: -1.0; Efflux pump mplx: -0.1; Fam108B inh: 8; ZTA DNA inh: -6; EBNA-1 inhibitor: 6; MCL1 BIM primary: 5; BCLXL inh: 5; GLD-1 TGE inh: 0

What do the screens show for `CCn1ncc(S(=O)(=O)NCc2ccco2)c1C`?
CR mimetic SO: 103; MEX-5 binding: -3.4; Efflux pump mplx: -0.2; Fam108B inh: 4; ZTA DNA inh: -9; EBNA-1 inhibitor: -3; MCL1 BIM primary: -3; BCLXL inh: 0; GLD-1 TGE inh: 1

How did CSc1ccc(Cl)c(C(=O)N2CCOc3ccccc32)c1 do in these assays?
CR mimetic SO: 102; MEX-5 binding: -2.3; Efflux pump mplx: -0.1; Fam108B inh: -2; ZTA DNA inh: -8; EBNA-1 inhibitor: 1; MCL1 BIM primary: 2; BCLXL inh: 3; GLD-1 TGE inh: 2

Results for COC(=O)CSc1nc2c(c(=O)[nH]c(=O)n2C)n1CCC(C)C ?
CR mimetic SO: 105; MEX-5 binding: 1.5; Efflux pump mplx: -0.1; Fam108B inh: 5; ZTA DNA inh: -10; EBNA-1 inhibitor: 0; MCL1 BIM primary: 11; BCLXL inh: 10; GLD-1 TGE inh: -2

How did COc1cc(CC(C#N)(CO)c2nc3ccccc3[nH]2)ccc1OC(F)F (configuration not stated) do in these assays?
CR mimetic SO: 93; MEX-5 binding: -1.9; Efflux pump mplx: 0.1; Fam108B inh: -4; ZTA DNA inh: -4; EBNA-1 inhibitor: 1; MCL1 BIM primary: -11; BCLXL inh: -2; GLD-1 TGE inh: -4

How did CN1CCN(C(CNC(=O)C(=O)Nc2ccc3c(c2)OCCO3)c2ccc(F)cc2)CC1 (configuration not stated) do in these assays?
CR mimetic SO: 99; MEX-5 binding: -3.1; Efflux pump mplx: 0.2; Fam108B inh: 0; ZTA DNA inh: -15; EBNA-1 inhibitor: 0; MCL1 BIM primary: 6; BCLXL inh: 4; GLD-1 TGE inh: -1

How did Cc1cc(C(C)(C)C)cc(S(=O)(=O)NCC(=O)O)c1C do in these assays?
CR mimetic SO: 98; MEX-5 binding: -0.9; Efflux pump mplx: 0.1; Fam108B inh: -4; ZTA DNA inh: -3; EBNA-1 inhibitor: -14; MCL1 BIM primary: 5; BCLXL inh: 2; GLD-1 TGE inh: 1

What do the screens show for `CC(C(=O)Nc1nc(-c2ccc(F)cc2)cs1)N1C(=O)C2CC=CCC2C1=O` (configuration not stated)?
CR mimetic SO: 99; Efflux pump mplx: -0.2; ZTA DNA inh: 5; MCL1 BIM primary: 0; BCLXL inh: -3; GLD-1 TGE inh: 2

What do the screens show for `CCOc1ccc(NC(=O)C2CC(=O)N(c3ccccc3F)C2)cc1` (configuration not stated)?
CR mimetic SO: 88; MEX-5 binding: 1.8; Efflux pump mplx: 0.5; Fam108B inh: -3; ZTA DNA inh: -18; EBNA-1 inhibitor: -2; MCL1 BIM primary: 0; BCLXL inh: 7; GLD-1 TGE inh: 2

What do the screens show for `Cc1nn(S(=O)(=O)c2ccccc2)c(C)c1S(=O)(=O)N1CCC(C)CC1`?
CR mimetic SO: 106; MEX-5 binding: 0.0; Efflux pump mplx: -0.1; Fam108B inh: 0; ZTA DNA inh: -9; EBNA-1 inhibitor: -3; MCL1 BIM primary: -1; BCLXL inh: 2; GLD-1 TGE inh: 7

What do the screens show for `CCCCn1nc2cc(C(=O)NCc3cc(C(F)(F)F)cc(C(F)(F)F)c3)ccc2c1OC`?
MEX-5 binding: 1.4; Fam108B inh: 4; ZTA DNA inh: -3; EBNA-1 inhibitor: -9; MCL1 BIM primary: 1; BCLXL inh: 2; GLD-1 TGE inh: 2

How did CCn1c2ccccc2c2nnc(SCc3ccccc3)nc21 do in these assays?
CR mimetic SO: 100; MEX-5 binding: -1.1; Efflux pump mplx: 0.2; Fam108B inh: -5; ZTA DNA inh: -1; EBNA-1 inhibitor: -4; MCL1 BIM primary: 6; BCLXL inh: 6; GLD-1 TGE inh: -1

How did O=C1CCCCCN1CP(=O)(O)CN1CCCCCC1=O do in these assays?
CR mimetic SO: 99; MEX-5 binding: 2.5; Efflux pump mplx: 0.0; Fam108B inh: 2; ZTA DNA inh: -14; EBNA-1 inhibitor: -4; MCL1 BIM primary: -1; BCLXL inh: 2; GLD-1 TGE inh: -6

How did Nc1nnc(CCC2CCCCC2)s1 do in these assays?
CR mimetic SO: 114; MEX-5 binding: -1.3; Efflux pump mplx: 0.0; Fam108B inh: -2; ZTA DNA inh: -7; EBNA-1 inhibitor: 3; MCL1 BIM primary: -2; BCLXL inh: -1; GLD-1 TGE inh: 7

How did Cc1ccc(C(=O)OCC(=O)Nc2cc(S(C)(=O)=O)ccc2Cl)cc1S(=O)(=O)N1CCCCC1 do in these assays?
CR mimetic SO: 105; MEX-5 binding: -1.4; Efflux pump mplx: -0.3; Fam108B inh: -4; ZTA DNA inh: -12; EBNA-1 inhibitor: -5; MCL1 BIM primary: 4; BCLXL inh: 3; GLD-1 TGE inh: 2

How did COc1cccc(N(CC(=O)NC2CCCC2)C(=O)Cn2nnc(-c3ccc(C)cc3)n2)c1 do in these assays?
CR mimetic SO: 88; MEX-5 binding: -1.2; Efflux pump mplx: -0.1; Fam108B inh: -3; ZTA DNA inh: 0; EBNA-1 inhibitor: 13; MCL1 BIM primary: 6; BCLXL inh: 2; GLD-1 TGE inh: -5

Results for CCC(C(=O)NCCN1CCN(C)CC1)n1c(C)c2cnn(-c3ccccc3)c(=O)c2c1C (configuration not stated) ?
CR mimetic SO: 98; MEX-5 binding: -1.2; Efflux pump mplx: -0.1; Fam108B inh: 2; ZTA DNA inh: 3; EBNA-1 inhibitor: 3; MCL1 BIM primary: 6; BCLXL inh: 9; GLD-1 TGE inh: 5

Results for CC1CCN(S(=O)(=O)c2ccc(S(=O)(=O)NCC3COCCO3)cc2)CC1 (configuration not stated) ?
CR mimetic SO: 141; MEX-5 binding: -0.2; Efflux pump mplx: 0.1; Fam108B inh: 4; ZTA DNA inh: 5; EBNA-1 inhibitor: -2; MCL1 BIM primary: -7; BCLXL inh: -1; GLD-1 TGE inh: 0

Results for COc1cc(C(=O)NC(C)c2ccc(-n3ccnc3)cc2)cc(OC)c1C (configuration not stated) ?
CR mimetic SO: 75; MEX-5 binding: -0.5; Efflux pump mplx: 0.1; Fam108B inh: 0; ZTA DNA inh: 1; EBNA-1 inhibitor: 5; MCL1 BIM primary: -21; BCLXL inh: -4; GLD-1 TGE inh: -1

Results for CC(CCN1C(Nc2ccccc2)=NC[C@@H]1C)c1ccccc1 (some centres not stated) ?
CR mimetic SO: 106; MEX-5 binding: 0.6; Efflux pump mplx: -0.1; Fam108B inh: 1; ZTA DNA inh: 9; EBNA-1 inhibitor: 7; MCL1 BIM primary: 5; BCLXL inh: 6; GLD-1 TGE inh: 2

What do the screens show for `COc1ccc(S(=O)CC(=O)Nc2ccc(Cl)cc2Cl)cc1` (configuration not stated)?
CR mimetic SO: 96; MEX-5 binding: 1.1; Efflux pump mplx: 0.0; Fam108B inh: 4; ZTA DNA inh: -2; EBNA-1 inhibitor: -9; MCL1 BIM primary: -2; BCLXL inh: 2; GLD-1 TGE inh: -2

What do the screens show for `CCS(=O)(=O)c1ccc2oc(SCC(=O)NCCc3ccccc3)nc2c1`?
CR mimetic SO: 95; MEX-5 binding: -0.8; Efflux pump mplx: 0.0; Fam108B inh: -1; ZTA DNA inh: 0; EBNA-1 inhibitor: 2; MCL1 BIM primary: 2; BCLXL inh: 0; GLD-1 TGE inh: 2

What do the screens show for `COc1ccc(-n2c(Cc3cccn3C)nnc2SCC(=O)Nc2cccc(C)c2C)cc1`?
CR mimetic SO: 106; MEX-5 binding: 1.5; Efflux pump mplx: 0.3; Fam108B inh: -1; ZTA DNA inh: 4; EBNA-1 inhibitor: 1; MCL1 BIM primary: -7; BCLXL inh: -1; GLD-1 TGE inh: 6

How did CCOc1ccc(NC(=O)C2CC=CCC2C(=O)O)cc1 (configuration not stated) do in these assays?
CR mimetic SO: 87; MEX-5 binding: -1.0; Efflux pump mplx: 0.0; Fam108B inh: 0; ZTA DNA inh: 10; EBNA-1 inhibitor: 14; MCL1 BIM primary: 7; BCLXL inh: 1; GLD-1 TGE inh: 2

What do the screens show for `CCOC(=O)N1CCN(C(=O)COc2ccccc2OC)CC1`?
CR mimetic SO: 84; MEX-5 binding: 1.0; Efflux pump mplx: 0.0; Fam108B inh: 0; ZTA DNA inh: -17; EBNA-1 inhibitor: -7; MCL1 BIM primary: 5; BCLXL inh: 7; GLD-1 TGE inh: 1

What do the screens show for `COc1cccc(COc2cc3ccccc3nc2C)c1`?
CR mimetic SO: 99; MEX-5 binding: 0.4; Efflux pump mplx: 0.1; Fam108B inh: 3; ZTA DNA inh: -2; EBNA-1 inhibitor: 5; MCL1 BIM primary: 0; BCLXL inh: 0; GLD-1 TGE inh: 5

Results for CCOC(=O)c1[nH]c(CSc2nnc(-c3ccc(OC)cc3)o2)c(C(=O)OCC)c1C ?
CR mimetic SO: 105; MEX-5 binding: 1.0; Efflux pump mplx: 0.1; Fam108B inh: -6; ZTA DNA inh: 12; EBNA-1 inhibitor: 18; MCL1 BIM primary: -15; BCLXL inh: -12; GLD-1 TGE inh: 7

What do the screens show for `O=c1c2cc(N3CCOCC3)ccc2[nH]c(=S)n1CCCN1CCCC1`?
CR mimetic SO: 106; MEX-5 binding: -0.1; Efflux pump mplx: 0.1; Fam108B inh: -5; ZTA DNA inh: -6; EBNA-1 inhibitor: -10; MCL1 BIM primary: 11; BCLXL inh: 3; GLD-1 TGE inh: -7

How did O=C(COC(=O)c1cc([N+](=O)[O-])ccc1NCc1ccccc1Cl)NCC(F)(F)F do in these assays?
CR mimetic SO: 73; MEX-5 binding: -4.7; Efflux pump mplx: 0.0; Fam108B inh: -7; ZTA DNA inh: 7; EBNA-1 inhibitor: 1; MCL1 BIM primary: 0; BCLXL inh: -1; GLD-1 TGE inh: 2

What do the screens show for `O=C(CN1CCCC1)Nc1c(Cl)cccc1Cl`?
CR mimetic SO: 76; MEX-5 binding: 0.5; Efflux pump mplx: -0.1; Fam108B inh: 2; ZTA DNA inh: -5; EBNA-1 inhibitor: 8; MCL1 BIM primary: 4; BCLXL inh: 0; GLD-1 TGE inh: 4

What do the screens show for `Cc1cccc(NC(=O)COc2ccc(Br)cc2/C=N/O)c1`?
CR mimetic SO: 106; Efflux pump mplx: -0.3; Fam108B inh: -7; ZTA DNA inh: -4; EBNA-1 inhibitor: -12; MCL1 BIM primary: -1; BCLXL inh: 2; GLD-1 TGE inh: -3

What do the screens show for `Fc1ccc(CN2C3=NCCN3c3ccccc32)cc1`?
CR mimetic SO: 100; MEX-5 binding: -0.5; Efflux pump mplx: 0.2; Fam108B inh: -4; ZTA DNA inh: -21; EBNA-1 inhibitor: -12; MCL1 BIM primary: 2; BCLXL inh: -4; GLD-1 TGE inh: 1
